Screening results deposited in PubChem by Icahn School of Medicine at Mount Sinai.
ROC1-CUL1 inh – blocks human RBX1-Cullin-1 di-ubiquitin formation. P62877+Q13616. in vitro K48 di-Ub FRET, acceptor:donor ratio, 45 min. inhibition, % at 10 µM. actives 0.6% (n = 140,000). AID 1347404; in the data active means inhibition above about 25%
Target sequence (P62877 whole entry, looked up): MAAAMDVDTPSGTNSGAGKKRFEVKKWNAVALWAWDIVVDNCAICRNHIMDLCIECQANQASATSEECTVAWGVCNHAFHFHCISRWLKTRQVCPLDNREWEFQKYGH
Target sequence (Q13616 whole entry, looked up): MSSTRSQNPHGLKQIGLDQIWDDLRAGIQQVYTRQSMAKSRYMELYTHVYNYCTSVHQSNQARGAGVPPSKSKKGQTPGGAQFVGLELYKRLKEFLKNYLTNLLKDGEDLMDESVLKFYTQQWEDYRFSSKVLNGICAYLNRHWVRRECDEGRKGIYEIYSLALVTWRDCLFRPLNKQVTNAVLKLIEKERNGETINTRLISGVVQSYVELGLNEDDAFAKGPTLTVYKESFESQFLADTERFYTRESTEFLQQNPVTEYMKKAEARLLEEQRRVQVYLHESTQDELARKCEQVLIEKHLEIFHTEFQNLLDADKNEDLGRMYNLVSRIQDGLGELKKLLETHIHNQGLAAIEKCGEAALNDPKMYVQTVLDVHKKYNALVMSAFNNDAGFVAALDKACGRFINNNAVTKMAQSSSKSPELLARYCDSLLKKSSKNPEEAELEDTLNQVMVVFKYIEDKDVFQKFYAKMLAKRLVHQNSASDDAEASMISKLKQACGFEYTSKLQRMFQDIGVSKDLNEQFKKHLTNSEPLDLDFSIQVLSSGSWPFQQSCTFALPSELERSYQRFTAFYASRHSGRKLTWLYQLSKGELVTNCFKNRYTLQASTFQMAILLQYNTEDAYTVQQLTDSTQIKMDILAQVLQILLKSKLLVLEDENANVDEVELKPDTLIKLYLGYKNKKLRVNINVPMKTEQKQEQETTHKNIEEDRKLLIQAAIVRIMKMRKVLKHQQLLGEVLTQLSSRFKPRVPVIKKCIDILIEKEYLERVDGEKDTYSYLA
Numbers without * were called inactive. Not all compounds are listed (hit frequency here may not be typical).

Sample of the layout, 5 compounds:
ROC1-CUL1 inh | SMILES
3 | CCCN(CCC)CC(O)Cn1cc(/C=C/C(=O)c2ccc(OCC)cc2)c2ccccc21 (configuration not stated)
-10 | CC(=O)N1CCC(Oc2ccc(Cl)cc2C(=O)NC(C)c2ccncn2)CC1 (configuration not stated)
0 | CCN(C(=O)COc1cc(=O)n(C)c2ccccc12)c1cccc(C(F)(F)F)c1
6 | FC(F)(F)CCCN1CCC(C2CCN(Cc3cccnc3)CC2)C1 (configuration not stated)
-6 | Cc1cc(NC(=O)C2CCCN(S(=O)(=O)c3cn(C)cn3)C2)ccc1Br (configuration not stated)

The whole of this part, repeating the preview:
ROC1-CUL1 inh | SMILES
3 | CCCN(CCC)CC(O)Cn1cc(/C=C/C(=O)c2ccc(OCC)cc2)c2ccccc21 (configuration not stated)
-10 | CC(=O)N1CCC(Oc2ccc(Cl)cc2C(=O)NC(C)c2ccncn2)CC1 (configuration not stated)
0 | CCN(C(=O)COc1cc(=O)n(C)c2ccccc12)c1cccc(C(F)(F)F)c1
6 | FC(F)(F)CCCN1CCC(C2CCN(Cc3cccnc3)CC2)C1 (configuration not stated)
-6 | Cc1cc(NC(=O)C2CCCN(S(=O)(=O)c3cn(C)cn3)C2)ccc1Br (configuration not stated)
2 | C=CCC(=O)N1CCC2(CCCN(CCc3ccccc3)C2)C1 (configuration not stated)
5 | CCN(CC)CCCNC(=O)c1ccc2c(c1)N(Cc1c(F)cccc1Cl)C(=O)c1ccccc1S2
-10 | CN1N=C(c2cc(Cl)sc2Cl)CSC1=O
-4 | COCCNc1ccc(-c2nc(-c3ccccn3)no2)cc1[N+](=O)[O-]
0 | O=C(NCCc1ccc(Cl)cc1)c1cc(-c2ccccc2)n[nH]1
-4 | O=C(CSc1nc2c([nH]c3ccccc32)c(=O)n1-c1ccccc1)c1ccc(Cl)cc1
-10 | CCOC(=O)C1=C(C)N=c2s/c(=C\c3cc(C)n(-c4ccc(Br)cc4)c3C)c(=O)n2C1c1ccccc1Cl (configuration not stated)
-10 | Cc1cc(C)c(Cn2c3ccccc3c3cnn(CC(=O)N4CCCCCC4)c(=O)c32)c(C)c1
6 | Cc1nc2c3c4c(sc3ncn2n1)CC(C(C)(C)C)CC4 (configuration not stated)
-3 | CCOC(=O)c1c(C)n(C)c2cc(N(C(C)=O)c3ccccc3)c(OC(C)=O)cc12
5 | Cc1cc(C(=O)NCc2ccc(F)cc2)no1
-11 | CCN(CC)c1ccc(/C=N/NC(=O)CSc2cc(C)nc3c(C)cccc23)c(O)c1
-2 | Cn1c(C(=O)Nc2ccc(CN3CCOCC3)cc2)cc2ccccc21
2 | Fc1ccc(-c2cc[n+]3cc(Cl)ccc3n2)cc1
7 | Cc1ccc(S(=O)/C(F)=C/c2ccccc2)cc1 (configuration not stated)
6 | O=C(Cn1c(-c2ccc(F)cc2)nc2ccccc21)N1CCCC1
-7 | CCCCN(C)C(=O)Cn1cnc2sc(C)c(S(=O)(=O)N3CCN(c4ccccc4OC)CC3)c2c1=O
-8 | O=[N+]([O-])c1ccc2nc3ccc(Cl)cc3n2c1
10 | COCc1nnc(NC(=O)CS(=O)(=O)Cc2ccccc2)s1

Quoted at random: two compounds from above, in no set order.
ROC1-CUL1 inh | SMILES
7 | Cc1ccc(S(=O)/C(F)=C/c2ccccc2)cc1 (configuration not stated)
2 | Fc1ccc(-c2cc[n+]3cc(Cl)ccc3n2)cc1

The list continues:
ROC1-CUL1 inh | SMILES
4 | O=C(Cn1ccc(-c2cccc(-c3cnccn3)c2)n1)NCc1ccccc1
0 | CCN(C(=O)CSc1nc2ncccc2[nH]1)c1ccc(C(C)C)cc1
5 | CCCOc1cc(C)c(Cl)cc1S(=O)(=O)N(CC)CC
-1 | Cn1ncc(N2CCC(CNC(=O)c3cccc(-c4ccco4)c3)C2)cc1=O (configuration not stated)
16 | Cc1ccc(NC(=O)CSC(N)=O)c(C)c1
-2 | O=C(Nc1sc2c(c1C(=O)N1CCCCC1)CCCC2)c1cc(Br)c(Br)s1
-11 | O=C1NCC2(CCCC2)Oc2ccccc21
9 | CCC(C)NC(=O)c1c(-c2ccccc2)c(-c2ccccc2)nn(C)c1=O (configuration not stated)
1 | CCN1C(=O)/C(=C/c2ccc(C)cc2)SC1=Nc1ccc(OC)cc1
3 | CC(=O)N1CCN(c2ccc(-c3nc(Cc4ccc(F)cc4)no3)cn2)CC1
-6 | CO[C@H]1[C@H](NC(=O)Cc2cccs2)c2ccccc2C12CCN(Cc1cccc(C)c1)CC2
5 | COc1ccc(S(=O)(=O)NCc2cccn2Cc2cccc(C)c2)cc1Cl
2 | CC(=O)c1cc(CN2CCCC(Nc3ccc(F)c(F)c3)C2)cs1 (configuration not stated)
-1 | CCc1nonc1NC(=O)c1oc2cc(C)c(C)cc2c1C
0 | CCN(CC)C(=O)Cn1c(=O)n(Cc2ccc(C(=O)NCCCOC)cc2)c(=O)c2ccccc21
-2 | C#CCN1C(=O)C(O)(CC(=O)c2ccc(OC)c(OC)c2)c2cc(Br)ccc21 (configuration not stated)
0 | CCOC(=O)C(NC(=O)NCc1ccccc1Cl)(OCC)C(F)(F)F (configuration not stated)
-4 | CCOc1ccc(CCNC(=O)Cn2ncn3c(cc4ccccc43)c2=O)cc1OCC
1 | Cc1nc(Cl)sc1C(=O)Oc1cccc(F)c1C
2 | CC1CCN(c2ncnc3c2nnn3C)CC1
0 | O=C(COc1ccccc1Cl)Nc1cc(-c2ccccc2F)nn1-c1ccccc1
-1 | COc1cccc(NS(=O)(=O)c2ccc3c(c2)C(=O)C(C(=O)N2CCCCCC2)C=N3)c1 (configuration not stated)
-9 | COc1ccc(CNC(=O)C2CCN(C(=O)N3CC(C)Oc4ccc(C)cc43)CC2)cc1 (configuration not stated)
-10 | CCOC(=O)c1ccc2ncc3c(-c4ccccc4)nn(-c4ccc(F)c(Cl)c4)c3c2c1
-3 | O=C1OC(c2cccc3ccccc23)=N/C1=C/c1ccc([N+](=O)[O-])cc1[N+](=O)[O-]
-10 | CCN1CCOC(=O)C1CC(=O)Nc1ccccc1C(F)(F)F (configuration not stated)
3 | O=C1c2ccccc2N=C2OCCCC12 (configuration not stated)
-12 | CCN1C(=S)N(c2ccccc2)NC12CC(C)CC(C)(C)C2 (configuration not stated)
-3 | CC(=O)c1ccc(-c2cc(F)cc3c2OC(CNC(=O)Cc2ccccc2F)C3)s1 (configuration not stated)
-3 | N#CC(C(N)=O)C1=Nc2ccccc2CC1 (configuration not stated)
9 | COCCN1CC(CNC(=O)CCc2nnc(CCCCc3ccccc3)o2)CC1=O (configuration not stated)
7 | O=S(=O)(Nc1ccccc1I)c1ccccc1
19 | CCOC(=O)C1=C(C)OC(=N)C(C#N)C1c1ccccc1C (configuration not stated)
-5 | CC(C)(C)c1cc(C=N[C@@H]2CCCC[C@H]2N=Cc2cc(C(C)(C)C)cc([N+](=O)[O-])c2O)c(O)c([N+](=O)[O-])c1
0 | CC1=C(C(=O)Nc2cc(C)cc(C)c2)C2(CCCCC2)OC1=O
-3 | O=S1OCC(Cc2ccccc2)CO1 (configuration not stated)
-13 | O=C(c1ccc2c(c1)N(Cc1ccc(Cl)cc1)C(=O)c1ccccc1S2(=O)=O)N1CCCCCC1
4 | CC(C)c1ccc(-c2noc(SCC(=O)N3CCN(c4ccc(F)cc4)CC3)n2)cc1
0 | O=C(CSc1nnc(Cc2ccccc2)o1)Nc1cccc(Cl)c1
-5 | CCOc1ccc(NC(=O)C2CCCN(S(=O)(=O)c3cccc4nonc34)C2)cc1 (configuration not stated)
0 | CO[C@H]1[C@H](NC(=O)c2cccc(F)c2)c2ccccc2C12CCN(Cc1ccsc1)CC2
14 | CN1C(=O)CC(CC(=O)N2CCN(c3ccc(F)cc3)CC2)(c2ccc(-c3ccccc3)cc2)C1=O (configuration not stated)
-8 | O=C(NC(=S)Nc1ccc(S(=O)(=O)N2CCCCCC2)cc1)c1ccco1
4 | COc1ccc(-c2nc3ccccc3o2)cc1NC(=O)c1cc(Br)ccc1OC
5 | CSc1cccc(NC(=O)C2CCN(S(=O)(=O)c3ccc4c(c3)CCCN4C(=O)C3CCC3)CC2)c1
-3 | CC(=O)Nc1ccc(NC(=O)CCC2CCCC2)cc1
-2 | CCn1cc(C(=O)N2CCc3[nH]nc(-c4ccccc4F)c3C2)cn1
0 | CNCc1ccc(OCc2c(F)cccc2Cl)c(OC)c1

Sorted by number of heavy atoms (rising): 3 of the compounds above.
ROC1-CUL1 inh | SMILES
-3 | CC(=O)Nc1ccc(NC(=O)CCC2CCCC2)cc1
0 | CNCc1ccc(OCc2c(F)cccc2Cl)c(OC)c1
0 | O=C(CSc1nnc(Cc2ccccc2)o1)Nc1cccc(Cl)c1

Remaining list, next part
ROC1-CUL1 inh | SMILES
5 | COc1cc(OC)c(OC)cc1CN1CCC(CCC(=O)NCC2CCCO2)CC1 (configuration not stated)
6 | COc1ccc(CNC(=O)CSc2nc(-c3ccc(OC)c(OC)c3)cc(C(F)(F)F)n2)cc1
-8 | CC(C)c1ccc(N2C(=O)CSC23C(=O)N(Cc2ccccc2F)c2ccccc23)cc1 (configuration not stated)
0 | CN(C)c1ccc(-c2nc(-c3ccccn3)no2)cc1[N+](=O)[O-]
1 | CC(C)Oc1ccc(NC(=O)c2cc3ccccc3o2)cc1
6 | CCN(CC)C(=O)CSC1=NC(=O)CC(=O)N1CC
-1 | Cc1cc([N+](=O)[O-])nn1Cc1cccc(C(=O)O)c1
-5 | CCOc1ccc(C(=O)NCc2ccccc2OC)cc1
-8 | O=C(Nc1ccc(Br)cc1)c1cc(-c2cccs2)nc2ccccc12
-5 | CC1=NN(C(N)=S)C(=O)C1N=Nc1nccs1 (configuration not stated)
11 | N#CC1C(=N)Oc2n[nH]c(-c3cccs3)c2C1c1cn(-c2ccccc2)nc1-c1ccccc1 (configuration not stated)
-6 | CCc1cccc(C)c1NC(=O)CN1C(=O)c2c(c3ccccc3n2C)C1c1ccc(OC)cc1 (configuration not stated)
3 | N#CC1C(=N)Oc2c(cc(Cl)c3ccccc23)C1c1ccccc1 (configuration not stated)
-6 | CCOc1ccc(C(=O)c2cn(CC(=O)Nc3ccc4c(c3)OCO4)c3ccc(OC)cc3c2=O)cc1
2 | CC(NC(=O)c1cc(COc2ccccc2)[nH]n1)c1ccncn1 (configuration not stated)
-10 | CO[C@H]1[C@H](NC(=O)Cc2cccs2)c2ccccc2C12CCN(Cc1ccc(C)cc1)CC2
0 | O=[N+]([O-])c1ccc2nc(CN3CCCCC3)[nH]c2c1
-3 | O=C1c2ccc3c4c(ccc(c24)C(=O)N1CCCS(=O)(=O)O)C(=O)N(CCCS(=O)(=O)O)C3=O
-6 | CN1CCN(c2ccc([N+](=O)[O-])c(-n3nc(-c4ccccc4)c4ccccc4c3=O)c2)CC1
-4 | O=C(CCS(=O)(=O)c1cc(Br)cc2c1N(C(=O)C1CC1)CC2)N1CCN(c2cccc(Cl)c2)CC1
-4 | COc1ccc(-c2cc(C(=O)Nc3ccc(NS(=O)(=O)c4ccc(C)cc4)cc3)c3ccccc3n2)c(OC)c1
11 | COC(=O)c1c(C)oc2ccc(N(C(=O)c3ccncc3)S(=O)(=O)c3cc(C)ccc3C)cc12
-8 | CC(C)NC(=O)c1nn(-c2ccccc2F)nc1CO
3 | O=C(c1ccccc1)c1c(-c2ccccc2)c(Cc2ccccc2)c(-c2ccccc2)n(-c2ccccc2)c1=S
0 | O=C(Cc1cccs1)Nc1nccs1
7 | COc1ccc(F)c(CC2(CCC(=O)NCCc3nc4ccccc4c(=O)[nH]3)CCC(=O)N2)c1 (configuration not stated)
5 | Cc1ccc(NC(=O)Cn2c(CCC(=O)O)ccc2-c2cccs2)cc1Cl
0 | COc1ccc(C)cc1NC(=O)c1ccccc1Br
-9 | COc1ccccc1N1CCN(C(=O)c2cc(CC(C)C)on2)CC1
6 | Nn1c(SCc2ccc(F)cc2)nc2sc3c(c2c1=O)CCCC3
-2 | CCCn1c2ccccc2c2cnn(CC(=O)N3CCCC(C)C3)c(=O)c21 (configuration not stated)
-5 | CCOC(=O)c1cccc(NC(=O)CCc2c(C)nc3c4cccnc4nn3c2C)c1
1 | Cc1cccn2c(CNCC3Cc4ccccc4CN3C)c(C(=O)N3CCOCC3)nc12 (configuration not stated)
-1 | COc1ccccc1NC(=O)Cn1c(=O)c(CNc2ccccc2)cc2cc(OC)c(OC)cc21
9 | Cc1ccc(OCC(=O)Nc2ccc(S(=O)(=O)Nc3nccs3)cc2)c(C)c1
-3 | COc1ccc(OCCCC(=O)Nc2ccc(N(C)C)cc2)cc1
5 | Cc1ccc(OCC(O)CN2CCN(c3ccc(F)cc3)CC2)cc1 (configuration not stated)
-9 | Cc1ccc(Nc2n[nH]c(C)c2[N+](=O)[O-])cc1
7 | CC(=O)Nc1ccc(NS(=O)(=O)c2c(C)nc3sccn3c2=O)cc1
-7 | CC(C)(C)N(NC(=O)OCc1ccccc1)C(=O)c1ccccc1Cl
-1 | CCOC(=O)N1CCC2(CC1)OC(=O)C(C)=C2C(=O)NCc1cccc(F)c1
0 | Cc1ccc2[nH]c3c(c2c1)CCC1C3=NNC1c1ccco1 (configuration not stated)
-3 | Cc1ccc(CCNC(=O)C2COc3ccccc3C2)cc1 (configuration not stated)
4 | NS(=O)(=O)c1cccnc1Nc1c(Cl)cccc1Cl
-1 | CCCSc1ncc(Cl)c(C(=O)Nc2scc(-c3ccc(C)cc3)c2C(=O)OCC)n1
